Screening results deposited in PubChem BioAssay by National Center for Advancing Translational Sciences (NCATS).
Luc counter: counter-screen: inhibitors of Kinase-Glo firefly luciferase; Q27757; Kinase-Glo luciferase, ATP luminescence, 8 min; Potency, µM (top dose mostly 38.3 µM), for the others: at the top dose activity change, negative = inhibition, usual class: inhibitors; actives 0.28% (n = 200,000); AID 1379; note: potency is the fitted concentration of half-maximal effect; % is set by controls: 0 for no effect and ±100 for the full control effect; nearly all actives have a fitted effect of over 60% in size
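Inhibition of Kinase-Glo luciferase light generation was assessed at 10 uM ATP in pH 7.2 imidazole buffer, with luminescence measured after eight minutes at ambient temperature.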
IMPase Li inh: IMPase inhibition in cells with lithium potentiation | CHO-M1 cells, IP1 TR-FRET (IP-One), carbachol + lithium | Potency, µM (titrated, usually from 59.4 µM), for the others: top-dose activity, negative = IMPase inhibition, actives largely listed as inhibitors | actives 0.35% (n = 210,000) | AID 1457;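 note: IP1 builds up when IMPase is blocked and the TR-FRET signal falls; potency is the fitted concentration of half-maximal effect; plate controls were basal vehicle for no effect and high inhibitor control for full effect; nearly all actives have a fitted effect of over 50% in size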
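CHO cells stably expressing M1 receptor (2000/well, cultured 16–30 h) treated 30 min at 37C with compound plus low lithium. Cytosolic IP1 by TR-FRET (665/620 ratio and 620 channel) after 10 min lysis; AC50 by Hill fit.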
SMN2 splice up: increases expression of the SMN2 splice variant; Potency, µM (top dose mostly 46.1 µM), for inactives: at the top dose activity change, positive = activation, usual class: activators; actives 2.8% (n = 210,000); HEK293 SMN2-luciferase splicing reporter, luminescence, 30-36 h; note: potency is the fitted concentration of half-maximal effect; % of control where 0% means no effect; nearly all actives have a fitted effect of over 55% in size
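HEK293 cells carry an SMN2 […]–luciferase reporter in which exon 7 inclusion puts luciferase in frame. Cells were plated 10-12 h before compound addition, then incubated 30-36 h at 37C. ONE-Glo luminescence was read; sodium butyrate at 4.5 mM final served as control.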
HTT ATP protect: protects HTT-Q103 PC12 cells, measured by ATP; actives 0.14% (n = 230,000); PC12 HTT-Q103 induced, cytoprotection, ATP luminescence, 40 h; Potency, µM (titrated, usually from 56.4 µM), for inactives: cytoprotection (ATP increase), hits mostly activators;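 note: potency is the fitted concentration of half-maximal effect; % of control where 0% means no effect; nearly all actives have a fitted effect of over 45% in size; toxic huntingtin expression switched on by the ecdysone agonist tebufenozide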
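Compounds added alongside 100 nM tebufenozide, which induces toxic Q103 huntingtin exon 1-GFP in stable PC12 cells; surviving cells quantified by luminescent ATP measurement. Medium: phenol red-free DMEM, 5% equine and 5% calf serum.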
LMNA splice mod: LMNA splicing modulation | HeLa LMNA splicing GFP/RFP minigene ratio, 48 h | Potency, µM (titrated, usually from 46.1 µM), without a hit: at the top dose ratio change, negative = inhibition, actives largely listed as inhibitors | actives 0.01% (n = 200,000) | AID 1487; active = well fitted inhibition curve with a large enough effect in the signal ratio, with a control signal flat, not every such curve was filed as active; inconclusive = small, poorly fitted or top-dose-only effect, or effect the other way, or a change in a side signal; the % refers to the signal ratio; note: potency is the fitted concentration of half-maximal effect; % is set by controls: 0 for no effect and ±100 for the full control effect
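S3 HeLa stable clones carrying a lamin A-EGFP splicing minigene plus DsRed2 were seeded at 600 cells/well in Opti-MEM with 2% FBS, pin-dosed and incubated 48 h at 37°C. Acumen cytometry (488 nm) gave the GFP/RFP total-intensity ratio.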
CBFb-RUNX1 inh: inhibitors of human CBF-beta and RUNX1 interaction; AlphaScreen CBFb-His/RUNX1-biotin binding, biochemical; Potency, µM (series often up to 59.8 µM), inactives show top-dose activity, negative = inhibition, most hits filed as inhibitors; 230,000 tested, under 10 active; note: % of control where 0% means no effect
Target sequence (Q01196 whole entry, looked up): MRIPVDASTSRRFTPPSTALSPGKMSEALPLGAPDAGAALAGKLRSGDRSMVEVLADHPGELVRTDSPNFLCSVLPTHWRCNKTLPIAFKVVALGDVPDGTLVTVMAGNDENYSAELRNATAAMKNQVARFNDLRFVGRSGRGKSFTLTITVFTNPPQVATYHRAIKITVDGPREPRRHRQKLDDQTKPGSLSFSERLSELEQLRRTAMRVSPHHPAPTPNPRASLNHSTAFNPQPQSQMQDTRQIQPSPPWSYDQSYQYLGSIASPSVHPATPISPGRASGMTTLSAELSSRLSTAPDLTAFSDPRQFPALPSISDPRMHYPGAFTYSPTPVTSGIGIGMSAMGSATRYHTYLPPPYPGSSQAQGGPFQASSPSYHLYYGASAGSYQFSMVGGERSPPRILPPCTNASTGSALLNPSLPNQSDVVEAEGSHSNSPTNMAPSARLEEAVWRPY
Target sequence (Q13951 whole entry, looked up): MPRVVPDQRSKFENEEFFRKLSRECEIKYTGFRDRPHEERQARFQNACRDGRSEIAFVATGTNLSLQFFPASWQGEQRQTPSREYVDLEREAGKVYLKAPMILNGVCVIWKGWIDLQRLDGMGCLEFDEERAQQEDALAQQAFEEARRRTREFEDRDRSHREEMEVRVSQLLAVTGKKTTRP
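Read-out: AlphaScreen. Format: His-CBF-beta with biotinylated RUNX1 (30 nM each) preincubated 20 min, compound 15 min, Ni-chelate plus streptavidin beads 90 min; room temperature throughout.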
HTT aggregate: reduces HttQ103-GFP aggregates in PC12 cells | PC12 HttQ103-GFP aggregates, Acumen cytometry, 40 h | actives 1.1% (n = 220,000) | Potency, µM (titrated, usually from 46.1 µM), without a hit: at the highest dose activity change, negative = inhibition, actives largely listed as inhibitors; note: potency is the fitted concentration of half-maximal effect; % is set by controls: 0 for no effect and ±100 for the full control effect; nearly all actives have a fitted effect of over 60% in size
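Inducible Q103 Huntingtin exon 1–GFP PC12 line, 1500 cells/well in phenol red free DMEM with 5% equine and 5% calf serum. Tebufenozide 100 nM induced expression; compounds titrated; aggregates quantified by cytometry.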
* hit, by the source's call; ? = inconclusive; / = no result given; & = joins results of further samples; [ ] = remark or other dose. Unless noted, calls come from the whole dose curve; as a rule, active = well fitted curve in the direction sought with a large enough effect; inconclusive = small, poorly fitted or top-dose-only effect, or another doubt; inactive = no such curve, though single readings can be large; an effect the other way counts as inactive or inconclusive.

SMILES	Luc counter	IMPase Li inh	SMN2 splice up	HTT ATP protect	LMNA splice mod	CBFb-RUNX1 inh	HTT aggregate
O=C(N/N=C/c1ccc(OC(F)F)cc1OC(F)F)c1cccc(S(=O)(=O)N2CCOCC2)c1	-1%	3%	-6%	-1%	/	12%	20%
CC1CCCCC1NC(=O)CSc1nnc(COc2ccccc2Cl)o1 (configuration not stated)	-1%	-6%[38.3 µM]	7%	-10%	?	1%	-1%
NC(=O)c1cc([N+](=O)[O-])ccc1NCc1cccnc1	1%	1%	-43%[inhibitor]	-12%	/	-2%	18%
Fc1ccccc1Cc1ccc(Cl)nn1	-2%	2%	7%	18%[10 µM]	-1%[46 µM]	1%	22%
Cc1cc(C(=O)NCC(=O)OCC(=O)N2CCCCCC2)ccc1[N+](=O)[O-]	/	/	/	3%[10 µM]	-9%	-3%	17%
Cc1cc(-c2ccccc2)c(C#N)c(SCC(N)=O)n1	-6%	-29%[38.3 µM]	-36%[inhibitor]	-13%[10 µM]	10%	3%	-22%
COc1ccc(CN2C(=O)CCC2(C)C(=O)NCc2cccnc2)c(OC)c1 (configuration not stated)	2%	5%[38.3 µM]	-6%	-39%[inhibitor]	-2%	6%	-22%
N#CC1=C2SCN(c3ccccc3)CN2C(=O)CC1c1cccs1 (configuration not stated)	-10%	28µM*	-34%	-7%	5%	?	13%
COc1cc(C2NC(=S)NC(C)=C2C(=O)Nc2ccc(C)cc2)ccc1O (configuration not stated)	3%	12%	/	2%[10 µM]	?	5%	-12%[9.22 µM]
Cc1cc2c(=O)n(Cc3ccco3)c(SCC(=O)N3CCCc4ccccc43)nc2s1	2%	46%[activator][38.3 µM]	2%	7%	?	-18%	?
COc1ccc(C(=O)/C=C/c2ccc(OC)c(COc3ccccc3F)c2)cc1	2%	14%	-46%[inhibitor]	7%[10 µM]	-21%	10%	8%
Cc1cc(C(=O)COC(=O)c2cccs2)c(C)n1-c1c(C)n(C)n(-c2ccccc2)c1=O	7%	16%[38.3 µM]	4%	-11%[10 µM]	-3%	3%	-1%
CCN(CC)CC(=O)N1c2ccccc2Sc2ccc(Cl)cc21	-1%	24%	-4%	9%[10 µM]	-9%	-2%	-9%
COCCN(CCOC)C(=S)Nc1ccccc1	5%	4%	-15%	4%[10 µM]	1%[46 µM]	13%	2%
CC(=O)N1C=CN(C(C)=O)C(c2cn(C)c3ccccc23)C1c1cn(C)c2ccccc12 (configuration not stated)	7%	35%[activator][38.3 µM]	-10%	-8%	-6%	-15%	-19%
COc1cc(NC(=O)CN2c3ccccc3CC2C)cc(OC)c1OC (configuration not stated)	-5%	38%[activator][38.3 µM]	8%	5%	-16%	-8%	-3%
CCOc1ccc(N2C(=O)CSC23CCCCC3)cc1	/	/	/	-2%	4%	-10%	-6%
CS(=O)(=O)NCCNC(=O)c1cc(OCC(F)(F)F)ccc1OCC(F)(F)F	1%	-4%	-1%	-12%	16%[9.22 µM]	3%	22%
c1ccc(-c2cc(-c3cc(-c4ccccn4)[nH]n3)n[nH]2)nc1	-1%[7.66 µM]	1%	3%[9.22 µM]	3%[10 µM]	/	/	/
O=c1cc(Cn2nnc(-c3ccc(Cl)cc3)n2)nc2sccn12	2%	0%[38.3 µM]	-24%	-5%[10 µM]	?	2%	-27%
COc1cccc(NC(=O)CN(C)S(=O)(=O)c2ccc(C)cc2)c1	1%	-5%[38.3 µM]	-9%	-4%	12%	7%	28%
COc1ccc(-n2c(SCC(=O)Nc3ncc(Cl)cc3Cl)nc3ccccc32)cc1	1%	7%	?	/	?	1%	-13%
Cc1ccc(-c2csc(NC(=S)NC(=O)/C=C/c3ccco3)n2)cc1	1%	11%[38.3 µM]	-14%	-65%[inhibitor]	?	-11%	11%
CCOC(=O)CNC(=O)CSc1nnc(-c2c[nH]c3ccccc23)n1CC	/	/	/	17%[10 µM]	/	8%	-12%[9.22 µM]
COc1ccc(NC(=S)N/N=C2\CC(C)(C)Oc3ccc(O)cc32)cc1	3%	-3%	-14%	4%[10 µM]	?	?	-8%
CCOC(=O)C(C)(C)[C@H](O)C(C)C	-11%[7.66 µM]	-5%	-3%[9.22 µM]	-1%[10 µM]	/	/	/
N#Cc1nc(-c2cccs2)oc1NCCc1ccccc1	-2%	-3%[38.3 µM]	-7%	-43%[inhibitor]	-1%	-9%	-28%
O=C(O)Cn1c(SCCOc2ccccc2)nc2ccccc21	-2%	-16%[38.3 µM]	-10%	-13%[0.074 µM]	1%	-1%	18%
O=C(c1cc(Cl)c(=O)n(Cc2ccc(Cl)cc2)c1)N1CCOCC1	-5%	8%[38.3 µM]	3%	6%	-4%	6%	-16%
COc1ccc(C=Nc2c(O)ccc3ccccc23)cc1OC	-2%[7.66 µM]	1%	?	-14%[10 µM]	/	/	/
C/C(N)=C(/C#N)C(=O)COC(=O)CC12CC3CC(CC(C3)C1)C2	-4%	14%[38.3 µM]	-12%	3%	-6%	2%	7%
Cc1cc(C)n(-c2ncnc3sc(C)c(C)c23)n1	1%	6%	4%	6%[10 µM]	-3%	8%	-18%
Cc1ccc(C)c(/C=N/n2cc(-c3ccccc3)[nH]c2=S)c1	0%	6%	-1%	30%[10 µM]	-11%[46 µM]	-16%	17%[9.22 µM]
CC(C)=CCCC1(C)C=Cc2c(O)c3c(c(CC=C(C)C)c2O1)OC12C(=CCCC1C(C)(C)O[C@@]2(C/C=C(\C)C(=O)O)C(=O)O)C3=O (some centres not stated)	-10%	-23%	9%	?	/	-13%	/
Cc1cc(C)c2cc(CN(CCO)Cc3nnnn3Cc3ccccc3)c(=O)[nH]c2c1	-1%	-7%[38.3 µM]	-14%	-2%[10 µM]	6%	8%	8%
COc1ccc(CCNC(=O)CCNS(=O)(=O)c2ccc3c(c2)CCN3C(C)=O)cc1OC	2%	9%[38.3 µM]	15%	4%	-12%	9%	4%
CCNC(=O)c1c(O)c2ccccc2[nH]c1=O	-2%	20%[38.3 µM]	-29%	15%	5%	-2%	-7%
FC(F)(F)c1cc(-c2cccs2)nc(-n2cc(Br)cn2)n1	-4%	37%[38.3 µM]	-20%	-19%	-5%	13%	-26%
Cc1cccc(C)c1NC(=O)CSc1nnc(-c2cccnc2)o1	0%	-5%	-17%	-10%	/	4%	17%
CC(NC(=O)c1ccccc1F)C(=O)O (configuration not stated)	-3%	-6%[38.3 µM]	-2%	-11%	2%	1%	6%
Fc1ccc(Cn2nnnc2C(c2cccs2)N2CCCCCC2)cc1 (configuration not stated)	-2%	33%[activator][38.3 µM]	?	-31%	8%	12%	?
CCC1=C(OC(=O)N(CC)CC)N2C(=O)OC(=NCCc3c[nH]c4ccccc34)[C@]2(C)[C@H]2C1=CC[C@H]1C(=O)N(C)C(=O)[C@H]12	-2%	-12%	-1%	14%	/	-6%&22%	-5%[9.22 µM]
CC(=O)c1ccc(NC(=O)Nc2ccc([N+](=O)[O-])cc2C)cc1	-3%	10%	23%	?	-14%	-1%	-8%
O=C(c1ccccc1-c1nc(-c2ccc(F)cc2)no1)N1CCCC1	2%	-2%[38.3 µM]	-8%	12%	?	-4%	5%
CN(C)/C=C1/Sc2ccccc2C1=O	-5%	15%[38.3 µM]	8%	8%	?	-3%	2%
NC[C@H]1O[C@@H](n2cnc3c(=O)[nH]c(N)nc32)[C@@H](O)[C@@H]1O	-4%[7.66 µM]	8%	-5%[9.22 µM]	0%[10 µM]	/	/	/
CCOc1ccc(NC(=O)CSc2nnc(Cn3cnc4ccccc43)n2C)cc1	0%	-9%	-5%	11%[10 µM]	-11%	8%	2%
CCOC(=O)C1CCN(C(=O)C2CCN(S(=O)(=O)CC)CC2)CC1	-8%	-2%[38.3 µM]	4%	16%	10%	-2%	13%
Cc1nc(NCc2ccccc2)c2nc(-c3ccccc3)n(CCCN(C)C)c2n1	-3%	2%	-4%	-30%	/	4%	/
CC(C)C1CC(CCN)(Cc2ccccc2)CCO1 (configuration not stated)	-2%	12%	/	-1%[10 µM]	/	-1%	2%[9.22 µM]
Continued:
SMILES	Luc counter	IMPase Li inh	SMN2 splice up	HTT ATP protect	LMNA splice mod	CBFb-RUNX1 inh	HTT aggregate
COCCSc1ccccc1C(=O)NCCCn1ccnc1	3%	6%[38.3 µM]	25%	15%	5%	24%	17%
O=C(O)CCNS(=O)(=O)c1ccc2c(c1)Cc1ccccc1-2	10%	-2%[38.3 µM]	15%	-16%[10 µM]	?	3%	3%[9.22 µM]
CCOC(=O)c1cc(-c2ccccc2)nc2ccc(C)cc12	/	/	/	-114%[inhibitor]	/	?	11%
Cc1ccc(C(=O)N(NC2=NS(=O)(=O)c3ccccc32)S(=O)(=O)c2ccc(C)cc2)cc1	-1%	-25%[38.3 µM]	5%	-13%	-3%	3%	12%
CCn1c(=O)n(Cc2ccco2)c(=N)c2c3c(sc21)COC(C)(C)C3	-7%	14%[38.3 µM]	-7%	-11%	-7%	1%	-11%
Cc1ccc(C(=O)c2ccc(CC(=O)O)n2C)cc1	-6%	7%&-3%	4%	-98%[inhibitor]	?	11%	-3%[20.6 µM]
CSc1ccccc1C(=O)NCc1ccccc1C	-6%	3%	5%	-43%[inhibitor][1.9 µM]	?	-4%	-15%[9.22 µM]
c1ccc(Cn2c(-c3ccco3)nc3nc4ccccc4nc32)cc1	?	6%[38.3 µM]	16µM*	-15%	0%	14%	-27%
Cc1nc2cnc(N3CCN(C)CC3)nc2n(C)c1=O	/	1%	/	-1%	-16%	/	/
Cc1ccc(NC(=O)CC(N)=S)cc1	/	/	/	16%[10 µM]	/	3%	-7%[9.22 µM]
O=C(N/N=C/c1ccsc1)c1cc(-c2ccncc2)nc2ccccc12	-3%	-8%	7%	/	?	4%	-23%
CCCCCn1c(CN2CCCCC2CC)nc2c1c(=O)n(C)c(=O)n2C (configuration not stated)	1%	25%[38.3 µM]	-51%[inhibitor]	13%[10 µM]	2%	9%	12%
O=S(=O)(c1cccs1)N1CCN(C/C=C/c2ccccc2)CC1	1%	30%[38.3 µM]	-47%[inhibitor]	4%[10 µM]	?	5%	-31%
O=C(Nc1ccc(N2CCOCC2)cc1)c1ccc(S(=O)(=O)NCc2ccco2)cc1	/	/	/	-19%[10 µM]	/	4%	3%[9.22 µM]
